Source: PubChem BioAssay
BRCA1 expr up: increases BRCA1 expression | MCF7-BRCA1-FFLuc reporter, luminescence, 48 h; response scale: scaled: vehicle 0%, 10 µM genistein 100% | Potency, µM (highest dose often 46.1 µM), inactives show at the top dose activation, actives largely listed as activators | hit rate 1.1% among 380,000 | AID 624202; further: nearly all actives have a fitted effect of over 80% in size; some results filed as inactive show a strong effect at the top dose
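Luminescence from a BRCA1-driven firefly luciferase in MCF7 cells was read after 48 h compound exposure at 37 C. Data normalized against DMSO and a 10microM genistein activation control, then curve-fitted across the titration.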
ELG1 genotox: induces genotoxicity in HEK293T cells with luciferase-tagged ELG1 | hit rate 1.3% among 330,000 | Potency, µM (highest dose often 46 µM), for inactives: at the top dose activity change, positive = activation, usual class: activators | HEK293T ELG1-luciferase reporter, luminescence, 16 h; further: % of control where 0% means no effect; nearly all actives have a fitted effect of over 60% in size
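Quantitative HTS format in 1536-well plates. HEK293T ELG1-luciferase reporter cells receive test compound and are incubated 16 hr at 37 °C, 5% CO2; ONE-Glo added, 30 min room temperature, then luminescence read.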
MBNL1 CUG block: blocks human MBNL1 binding to CUG repeat RNA; hit rate 0.036% among 280,000; Potency, µM (series often up to 57.5 µM), without a hit: at the top dose activity change, negative = inhibition, most hits filed as inhibitors; TR-FRET MBNL1-His/biotin-(CUG)12 binding, 665/545 ratio; active means well fitted inhibition curve with a large enough effect in the signal ratio, with a control signal flat, not every such curve was filed as active; inconclusive means small, poorly fitted or top-dose-only effect, or effect the other way, or a change in a side signal; inactive means no such curve, though single readings can be large or run the other way; the % refers to the signal ratio; further: on the % scale 0 is the no-effect control and ±100 the full control effect
Target sequence (Q9NR56 whole entry, looked up): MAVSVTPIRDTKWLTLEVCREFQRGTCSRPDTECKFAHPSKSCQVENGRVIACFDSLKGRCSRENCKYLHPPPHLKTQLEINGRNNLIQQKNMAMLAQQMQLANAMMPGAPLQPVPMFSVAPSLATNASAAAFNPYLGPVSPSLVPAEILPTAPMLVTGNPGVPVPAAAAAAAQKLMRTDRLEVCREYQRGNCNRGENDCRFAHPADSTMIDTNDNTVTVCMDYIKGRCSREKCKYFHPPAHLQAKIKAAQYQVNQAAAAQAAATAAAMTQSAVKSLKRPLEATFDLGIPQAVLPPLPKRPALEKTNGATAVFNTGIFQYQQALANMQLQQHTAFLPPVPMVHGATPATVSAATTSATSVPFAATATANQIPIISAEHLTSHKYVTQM
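TR-FRET between His-tagged MBNL1 and biotin-(CUG)12 RNA, detected with Tb anti-His antibody (0.055 ng/ul) and streptavidin-XL665 (5 nM), 60 min at room temperature. Compounds titrated 92 nM to 58 uM; 665/545 nm ratio normalized to buffer and complex controls.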
NPC1 promoter act: activates the NPC1 promoter; Huh7 NPC1 promoter luciferase reporter, 24 h; Potency, µM (doses to about 9.22 µM), without a hit: at the highest dose activation, most hits filed as activators; hit rate 2.4% among 320,000; AID 485313;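 further: % of control where 0% means no effect; nearly all actives have a fitted effect of over 60% in size; reporter is driven by a mutant NPC1 promoter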
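Readout is luciferase luminescence, reflecting NPC1 promoter activation in stably transfected Huh7 cells after 24 h compound exposure at 37 °C in reduced-serum medium with 10% FBS.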
RORgamma inh: inhibitors of mouse ROR gamma transcriptional activity. Potency, µM (doses to about 53.6 µM), for inactives: at the highest dose activity change, negative = inhibition, hits mostly inhibitors. hit rate 5.4% among 310,000. P51450. Drosophila S2 Gal4-RORgamma UAS-luciferase reporter, 20 h. AID 2551; further: on the % scale 0 is the no-effect control and ±100 the full control effect; nearly all actives have a fitted effect of over 60% in size
Target sequence (P51450 whole entry, looked up, the tested form may be a part): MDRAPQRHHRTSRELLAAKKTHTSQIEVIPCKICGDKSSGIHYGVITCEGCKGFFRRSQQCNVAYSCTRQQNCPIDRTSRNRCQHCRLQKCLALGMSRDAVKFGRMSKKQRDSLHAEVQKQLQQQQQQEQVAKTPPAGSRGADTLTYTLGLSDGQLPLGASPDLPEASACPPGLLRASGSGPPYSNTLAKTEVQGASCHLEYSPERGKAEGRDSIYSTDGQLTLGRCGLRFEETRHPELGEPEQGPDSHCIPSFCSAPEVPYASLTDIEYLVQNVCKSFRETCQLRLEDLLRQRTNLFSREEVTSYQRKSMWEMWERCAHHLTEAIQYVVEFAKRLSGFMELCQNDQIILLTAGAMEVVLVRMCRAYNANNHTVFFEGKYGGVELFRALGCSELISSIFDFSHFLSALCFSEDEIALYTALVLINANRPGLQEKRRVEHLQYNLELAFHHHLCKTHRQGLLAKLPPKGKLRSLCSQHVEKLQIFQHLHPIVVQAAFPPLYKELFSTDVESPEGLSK
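Luminescence from a UAS-regulated Photinus luciferase reporter in stably transfected Drosophila Schneider cells is measured; decreased signal marks ROR gamma inhibition. Fusion expression is induced by 700 uM copper sulfate for 20 hr.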
FLuc counter: counter-screen for miR-21 project: firefly luciferase inhibitors or activators; P08659; purified FLuc, Km substrates, luminescence inhibition; Potency, µM (titrated, usually from 57.5 µM), for the others: top-dose activity change, negative = inhibition, usual class: inhibitors; hit rate 6.9% among 360,000;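 further: plate controls were vehicle for no effect and reference inhibitor for full effect; nearly all actives have a fitted effect of over 55% in size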
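Purified P. pyralis luciferase, 10 nM final, with Km-level 10 uM D-luciferin and 10 uM ATP in 50 mM Tris acetate pH 7.5, 10 mM Mg acetate, 0.01% Tween-20, 0.05% BSA; 6-point qHTS titration about 60 µM downward; luminescence read.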
uPA surface inh: inhibitors of cell surface uPA generation; cell surface uPA generation assay, qHTS; Potency, µM (doses to about 38.3 µM), for the others: at the top dose activity change, negative = inhibition, usual class: inhibitors; hit rate 0.31% among 330,000; AID 540303; active means well fitted inhibition curve with a large enough effect; inconclusive means small, poorly fitted or top-dose-only effect; inactive means no such curve, though single readings can be large or run the other way; tested in mouse RAW 264.7 cells; further: on the % scale 0 is the no-effect control and ±100 the full control effect; nearly all actives have a fitted effect of over 55% in size
MLL CXXC-DNA inh: blocks binding of human MLL CXXC domain to DNA; Q03164; MLL-CXXC / FITC-HOXA9 DNA fluorescence polarization; Potency, µM (highest dose often 115 µM), for inactives: at the top dose activity change, negative = inhibition, usual class: inhibitors; hit rate 0.037% among 290,000; AID 2662; active means well fitted inhibition curve with a large enough effect in the polarisation, with a control signal flat, not every such curve was filed as active; inconclusive means small, poorly fitted or top-dose-only effect, or effect the other way, or a change in a side signal; inactive means no such curve, though single readings can be large or run the other way; the % refers to the polarisation
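Steps: dispense CXXC domain solution (7 uM) → pin compounds or unlabeled HOX-A9 DNA control → 5 min ambient → add FLSN-HOX-A9 solution (50 nM) → spin → 30 min ambient → fluorescence polarization. Tris pH 7.5/NaCl/DTT/BSA buffer.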
Rab9 promoter act: activators of Rab9 promoter; Huh7 Rab9 promoter-luciferase reporter, luminescence, 24 h; Potency, µM (top dose mostly 9.22 µM), without a hit: at the highest dose activation, negative = inhibition, hits mostly activators; hit rate 2.8% among 320,000; further: % of control where 0% means no effect; nearly all actives have a fitted effect of over 60% in size
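Huh7 reporter line, Rab9 promoter upstream of luciferase. Compound exposure 24 h at 37 °C in reduced-serum medium with 10% FBS. Read-out: luminescence.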
p53 reactivator: re-activators of mutant p53. AID 504706. Potency, µM (doses to about 92.2 µM), for inactives: at the top dose activity change, positive = activation, actives largely listed as activators. H1299 p53-A138V BP100-luciferase reporter, luminescence, 24 h. hit rate 0.063% among 320,000; further: % of control where 0% means no effect; nearly all actives have a fitted effect of over 45% in size
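p53-null H1299 cells stably carrying temperature-sensitive p53-A138V and a BP100-luciferase reporter were pinned with compounds (4-point, 1:5 series) and held 24 hrs at 37 deg C. Luminescence was read 10 min after detection reagent.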
Gal4-VP16 FLuc: counter-screen for ROR gamma inhibitors: Gal4-VP16 reporter. AID 2546. Drosophila S2 Gal4-VP16 UAS-luciferase, luminescence, 20 h. hit rate 3.5% among 310,000. Potency, µM (doses to about 53.6 µM), for inactives: at the highest dose activity, negative = inhibition, actives largely listed as inhibitors;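 further: Gal4-VP16 expression switched on by copper sulfate through the metallothionein promoter; on the % scale 0 is the no-effect control and ±100 the full control effect; nearly all actives have a fitted effect of over 50% in size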
The depositor's hits bear a star; ? = inconclusive; . = no result given; & = joins results of further samples; [ ] = remark or other dose. Unless noted, the call rests on the fitted dose curve; in most records, active means well fitted curve in the direction sought with a large enough effect; inconclusive means small, poorly fitted or top-dose-only effect, or another doubt; inactive means no such curve, though single readings can be large; an effect the other way counts as inactive or inconclusive. Potency means the concentration at half of the fitted maximal effect.

SMILES	BRCA1 expr up	ELG1 genotox	MBNL1 CUG block	NPC1 promoter act	RORgamma inh	FLuc counter	uPA surface inh	MLL CXXC-DNA inh	Rab9 promoter act	p53 reactivator	Gal4-VP16 FLuc
Cc1ccc(S(=O)(=O)N(C)C)cc1NC(=O)COC(=O)Cc1n[nH]c(=O)c2ccccc12	-7%	-1%	4%	-2%	1%	4%	-2%	8%	-2%	-2%	-9%
COc1ccccc1NC(=S)NC12CN3CN(CN(C3)C1)C2	0%	5%	-6%	-6%	-6%	2%	2%	2%	0%	2%	-3%
CCCc1cc(NCc2ccccn2)n2nc(C)c(-c3ccccc3)c2n1	-69%	-12%	-3%	-6%	0.089µM*	4%	-4%	-4%	-27%	21%	0.56µM*
CCNC(=O)CC1C(=O)N(c2ccccc2)C(=O)N1CCC(C)C (stereo not drawn)	-8%	0%	2%	5%	25%	0%	3%	5%	-2%	-1%	-9%
Cc1ccc(NC(=O)C2CCN(C(=O)NC3CCCCC3)CC2)c(C)c1	28%	-1%	-13%	-5%	?	3%	2%	0%	5%	11%	-5%
O=C(CSc1nc2ncccc2[nH]1)NC1CCCCC1	26%	3%	3%	-5%	-22%	-7%	1%	13%	-3%	3%	-16%
O=S(=O)(c1ccc(N2CCCC2)nc1)N1CCOCC1	-14%	1%	2%	-6%	14%	4%	4%	-5%	1%	2%	0%
COc1ccc(C(=O)NC(=S)Nc2ccc(CN3CCOCC3)cc2)cc1Cl	-12%	-12%	-10%	-7%	13µM*	-8%	0%	33%[activator]	-4%	-2%	?
Cn1c(N)c(C(=O)COC(=O)Cc2ccc(Cl)cc2Cl)c(=O)n(C)c1=O	-21%	-2%	.	0%	.	2%	-1%	.	-2%	-8%	.
COc1cc2oc3ccccc3c(=O)c2cc1OC	40%	?	-4%	?	-19%	?	?	-9%	5%	11%	2%
CC(C)c1ccc(NC(=O)CCNS(=O)(=O)c2cccc3nsnc23)cc1	-13%&-16%	-12%	?	0%	?	-11%&0%	-24%	15%	-6%	-4%	6%
COc1ccc(-n2cc(CNCCc3ncc(C)[nH]3)c(-c3ccccc3Cl)n2)cc1	-7%	0%	10%	-4%	1%	3%	-3%	-1%	-4%	-5%	1%
COC(=O)c1ccc(OC(=O)C2CSC3(C)CCC(=O)N23)cc1 (stereo not drawn)	-5%	3%	.	-3%	.	-2%	-1%	.	-5%	-4%	.
CCOc1ccc(CCNC(=O)COC(=O)CNC(=O)c2ccc(Br)o2)cc1OCC	6%	0%	.	1%	.	0%	-8%	.	-2%	9%	.
COCCCn1c(C(=O)NCCC2=CCCCC2)cc2c(=O)n3cccc(C)c3nc21	3%	4%	4%	-6%	-20%	0%	6%	-4%	5%	3%	-2%
Cn1c(=O)n(-c2ccc(Cl)cc2)c(=O)c2c3c(sc21)COC(C)(C)C3	-26%	-2%	4%	-3%	19%	0%	1%	4%	-3%	0%	-2%
CCCCn1c(N)c(N(CC(C)C)C(=O)c2cccs2)c(=O)[nH]c1=O	-2%	1%	.	0%	.	0%	-1%	.	-3%	-2%	.
Cc1cc(C)cc(N(C(C)C(=O)NC2CCCC2)S(C)(=O)=O)c1 (stereo not drawn)	5%	-1%	2%	-1%	27%	2%	.	1%	-3%	-5%	3%
O=C(Nn1c(SCc2ccc(F)cc2)nc2ccsc2c1=O)c1ccccc1	-47%	3%	-18%	1%	12%	-1%	5%	-5%	-4%	15%	-8%
CCC(CC)c1nnc(NC(=O)COc2ccc3c(c2)OCO3)s1	1%	7%	-3%	-5%	-4%	-15%	1%	-1%	-7%	-3%	2%
CN1CCN(c2nnc(-c3ccc(F)cc3)c3ccccc23)CC1	-12%	-1%	6%	1%	-19%	?	-1%	4%	-3%	4%	-5%
Cc1ccc(C)c(Cn2nnc3c(=O)[nH]c(C(=O)NCc4ccco4)nc32)c1	4%	3%	-11%	10%	7%[10 µM]	-2%	-10%	4%	0%	-3%	1%
O=C(NCCc1cccc(Cl)c1)c1ccc(Cl)c([N+](=O)[O-])c1	58%	1%	24%	1%	44%	?	-16%	-1%	12%	?	2%
O=C(c1ccco1)N1CCN(C(c2ccccc2F)c2nnnn2CC2CCCO2)CC1 (stereo not drawn)	0%	1%	-6%	6%	?	4%	-3%	0%	-2%	-3%	3%
CC(C)CCN(C(=O)c1ccncc1)c1c(N)n(Cc2ccccc2)c(=O)[nH]c1=O	-16%	4%	.	-4%	.	-2%	4%	.	-1%	-4%	.
CSc1ncccc1C(=O)N(C)CC(=O)Nc1ccc(Cl)cc1	13%	1%	4%	-1%	-27%	0%	-2%	-3%	0%	-6%	-24%
CC(C)NC(=O)[C@H](CSCc1ccccc1)N1Cc2ccccc2C1=O	-21%	0%	3%	1%	-1%	-18%	14%	-5%	-6%	-2%	-15%
Cc1ccn2c(=O)nc(SCC(=O)c3ccccc3)nc2c1	31%	?	.	?	.	15µM*	-1%	.	?	?	.
CC1CCN(C(=O)COC(=O)Cn2cnc3c2c(=O)n(C)c(=O)n3C)CC1	5%	1%	.	-3%	.	8%	14%	.	1%	7%	.
FCCCOc1ccc(-c2ccnc3ncnn23)cc1	-6%	?	36%[activator]	-6%	2%	-1%	.	9%	-8%	-4%	-11%[10 µM]
COn1c(=O)c(=O)n(O)c2ccccc21	0%	-3%	?	0%	-2%	0%	6%	-7%	10%	-10%	-6%
C[C@@H]1C(c2cccc(Cl)c2)=NN(c2ccc(Br)cc2)[C@H]1C(=O)N1CCOC1=O	-54%	-1%	.	.	17%	.	-8%	.	.	3%	-12%
COC(=O)C1CCN(C(=O)NC(C)(C)C)CC1	-25%	-2%	2%	1%	-31%	1%	-2%	-4%	-4%	-2%	-7%
CC(C)c1cc(=O)[nH]c(SCC(=O)NC2CCCC2)n1	2%	8%	-6%	-4%	-13%	?	2%	26%	2%	-1%	-3%
COc1ccccc1OCCNC(=O)c1cccs1	63%	8%	0%	16%	-11%	?	10%	-6%	20%	15%	3%
COC(=O)C1=CN(Cc2ccc(OC)c(OC)c2)C=C(C(=O)OC)C1c1cccs1	-21%	2%	.	5%	23%	-4%	-8%	-9%	2%	-6%	-24%
Cn1c(=O)n(C)c2cc(/C=C(/C#N)C(=O)NCc3ccco3)ccc21	-17%	?	-6%	-1%	-33%	0%	-4%	-2%	-7%	-5%	-11%
O=C(Nc1ccnn1C1CCN(C(=O)c2ccc(C(F)(F)F)cc2)CC1)C1CC1	12%	0%	1%	-2%	10%	7%	-1%	0%	0%	-4%	0%
CCCCN1CCNC[C@@H]1Cc1ccccc1	-14%	4%	.	-1%	.	-1%	-7%	.	1%	-1%	.
CCN(Cc1ccccc1)C(c1ccc(C)cc1)c1nnnn1C(C)(C)CC (stereo not drawn)	-47%	-7%	0%	-6%	-2%	2%	3%	0%	-3%	-6%	?
CCCc1cc(N2CCCC(C(=O)NCC)C2)n2ncnc2n1 (stereo not drawn)	-23%	0%	-5%	-3%	1%	-2%	9%	-1%	-2%	3%	-2%

Rewritten as labelled records: entries from further up
> COc1ccccc1OCCNC(=O)c1cccs1
  BRCA1 expr up = 63%	ELG1 genotox = 8%	MBNL1 CUG block = 0%	NPC1 promoter act = 16%	RORgamma inh = -11%	FLuc counter = ?	uPA surface inh = 10%	MLL CXXC-DNA inh = -6%	Rab9 promoter act = 20%	p53 reactivator = 15%	Gal4-VP16 FLuc = 3%

> CC(C)CCN(C(=O)c1ccncc1)c1c(N)n(Cc2ccccc2)c(=O)[nH]c1=O
  BRCA1 expr up = -16%	ELG1 genotox = 4%	MBNL1 CUG block = .	NPC1 promoter act = -4%	RORgamma inh = .	FLuc counter = -2%	uPA surface inh = 4%	MLL CXXC-DNA inh = .	Rab9 promoter act = -1%	p53 reactivator = -4%	Gal4-VP16 FLuc = .

> CCCc1cc(N2CCCC(C(=O)NCC)C2)n2ncnc2n1 (stereo not drawn)
  BRCA1 expr up = -23%	ELG1 genotox = 0%	MBNL1 CUG block = -5%	NPC1 promoter act = -3%	RORgamma inh = 1%	FLuc counter = -2%	uPA surface inh = 9%	MLL CXXC-DNA inh = -1%	Rab9 promoter act = -2%	p53 reactivator = 3%	Gal4-VP16 FLuc = -2%

> COC(=O)C1=CN(Cc2ccc(OC)c(OC)c2)C=C(C(=O)OC)C1c1cccs1
  BRCA1 expr up = -21%	ELG1 genotox = 2%	MBNL1 CUG block = .	NPC1 promoter act = 5%	RORgamma inh = 23%	FLuc counter = -4%	uPA surface inh = -8%	MLL CXXC-DNA inh = -9%	Rab9 promoter act = 2%	p53 reactivator = -6%	Gal4-VP16 FLuc = -24%

Not all compounds are listed; rates above refer to the full screens.
